Rab9 promoter act – qHTS Assay for Rab9 Promoter Activators | Potency, µM (doses to about 9.22 µM), without a hit: at the top dose activation, negative = inhibition, usual class: activators | AID 485297, 2010 | 2.8% of 320,000 active | Huh7 Rab9 promoter-luciferase reporter, luminescence, 24 h; further: potency means the concentration at half of the fitted maximal effect; % of control where 0% means no effect; nearly all actives have a fitted effect of over 60% in size
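Stable Rab9-luc Huh7, 1500 cells/well, 2 h settle; cmpd in DMSO, 24 h, 37 °C/5% CO2; luciferase reagent 10 min RT; luminescence.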
p53 reactivator – qHTS assay for re-activators of p53 using a Luc reporter. H1299 p53-A138V BP100-luciferase reporter, luminescence, 24 h. Potency, µM (highest dose often 92.2 µM), without a hit: at the top dose activity change, positive = activation, usual class: activators. 0.063% of 320,000 active; further: potency means the concentration at half of the fitted maximal effect; % of control where 0% means no effect; nearly all actives have a fitted effect of over 45% in size
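p53-null H1299 cells stably carrying temperature-sensitive p53-A138V and a BP100-luciferase reporter were pinned with compounds (4-point, 1:5 series) and held 24 hrs at 37 deg C. Luminescence was read 10 min after detection reagent.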
ELG1 genotox – qHTS screen for small molecules that induce genotoxicity in human embryonic kidney (HEK293T) cells expressing luciferase-tagged ELG1 | HEK293T ELG1-luciferase reporter, luminescence, 16 h | Potency, µM (top dose mostly 46 µM), for inactives: at the top dose activity change, positive = activation, hits mostly activators | 1.3% of 330,000 active | AID 504466, 2011; further: potency means the concentration at half of the fitted maximal effect; % of control where 0% means no effect; nearly all actives have a fitted effect of over 60% in size
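Genotoxic stress is detected as increased luminescence from luciferase-tagged ELG1 in HEK293T cells, measured with ONE-Glo after a 16 hr treatment at 37 °C.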
Giardia kill – Small Molecules that selectively kill Giardia lamblia: qHTS. 0.15% of 340,000 active. Giardia lamblia trophozoite viability. activity change, % at 7.66 µM, hits read low. AID 540267, 2011; in the data active means activity change below about -80%; inconclusive means between about -30% and that limit;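 further: parasites exposed to compound for two days anaerobically before the ATP read; on the % scale 0 is the no-effect control and ±100 the full control effect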
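Compounds were tested on trophozoites seeded at 100 cells/well and held 48 hrs at 37 deg C anaerobically. An ATP-based luminescent kit measured the remaining live cells.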
PKM2 activator – qHTS Assay for Activators of Human Muscle isoform 2 Pyruvate Kinase. Pyruvate kinase PKM (Homo sapiens), P14618. purified PKM2, Kinase-Glo ATP luminescence, activation; response scale: 0% is enzyme alone, no compound. Potency, µM (series often up to 57.5 µM), for the others: at the top dose activation, usual class: activators. 0.34% of 260,000 active; further: potency means the concentration at half of the fitted maximal effect; on the % scale 0 is the no-effect control and ±100 the full control effect; nearly all actives have a fitted effect of over 55% in size
Target sequence (P14618 whole entry, looked up, canonical isoform): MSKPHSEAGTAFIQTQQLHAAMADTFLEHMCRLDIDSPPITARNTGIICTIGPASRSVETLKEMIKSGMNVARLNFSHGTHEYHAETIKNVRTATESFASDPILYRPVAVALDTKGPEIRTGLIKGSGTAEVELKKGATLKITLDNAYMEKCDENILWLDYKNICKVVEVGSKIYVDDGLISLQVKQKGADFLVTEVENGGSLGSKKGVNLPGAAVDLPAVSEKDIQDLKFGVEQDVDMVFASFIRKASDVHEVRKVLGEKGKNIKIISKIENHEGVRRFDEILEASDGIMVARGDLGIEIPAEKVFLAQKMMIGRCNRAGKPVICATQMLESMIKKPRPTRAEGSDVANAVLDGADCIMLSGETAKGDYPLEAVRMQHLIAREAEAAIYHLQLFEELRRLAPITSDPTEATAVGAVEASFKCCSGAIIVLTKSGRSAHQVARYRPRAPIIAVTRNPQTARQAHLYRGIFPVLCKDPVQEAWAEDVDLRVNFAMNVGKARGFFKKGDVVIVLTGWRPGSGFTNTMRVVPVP
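hPK-M2, >95% pure; 0.1 mM ADP / 0.5 mM PEP final; imidazole pH7.2 buffer w/ 7 mM MgCl2, 50 mM KCl; 1 h RT; Kinase-Glo lum. Intermediate enzyme activity for dual inhibitor/activator qHTS.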
FLuc modulator – qHTS profiling assay for firefly luciferase inhibitor/activator using purifed enzyme and Km concentrations of substrates (counterscreen for miR-21 project). Luciferin 4-monooxygenase (Photinus pyralis), P08659. purified FLuc, Km substrates, luminescence inhibition. Potency, µM (top dose mostly 57.5 µM), for the others: top-dose activity change, negative = inhibition, hits mostly inhibitors. 6.9% of 360,000 active;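 further: potency means the concentration at half of the fitted maximal effect; plate controls were vehicle for no effect and reference inhibitor for full effect; nearly all actives have a fitted effect of over 55% in size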
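Purified P. pyralis luciferase, 10 nM final, with Km-level 10 uM D-luciferin and 10 uM ATP in 50 mM Tris acetate pH 7.5, 10 mM Mg acetate, 0.01% Tween-20, 0.05% BSA; 6-point qHTS titration about 60 µM downward; luminescence read.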
VP16 counter – VP16 counterscreen qHTS for inhibitors of ROR gamma transcriptional activity; Drosophila S2 Gal4-VP16 UAS-luciferase, luminescence, 20 h; Potency, µM (highest dose often 53.6 µM), for inactives: top-dose activity, negative = inhibition, usual class: inhibitors; 3.5% of 310,000 active; AID 2546, 2010;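 further: Gal4-VP16 expression switched on by copper sulfate through the metallothionein promoter; potency means the concentration at half of the fitted maximal effect; on the % scale 0 is the no-effect control and ±100 the full control effect; nearly all actives have a fitted effect of over 50% in size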
BRCA1 expr up – qHTS Assay to Identify Small Molecule Activators of BRCA1 Expression | MCF7-BRCA1-FFLuc reporter, luminescence, 48 h; response scale: scaled: vehicle 0%, 10 µM genistein 100% | AID 624202, 2012 | Potency, µM (series often up to 46.1 µM), without a hit: at the top dose activation, hits mostly activators | 1.1% of 380,000 active; further: potency means the concentration at half of the fitted maximal effect; nearly all actives have a fitted effect of over 80% in size; some results filed as inactive show a strong effect at the top dose
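Cells: MCF7-BRCA1-FFLuc, 2000/well. Exposure: 48 h, 37 °C, 5% CO2. Read: luminescence, 15 min post-substrate. Controls: genistein 10 microM (maximal activation), DMSO (neutral).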
RORgamma inh – qHTS for inhibitors of ROR gamma transcriptional activity; Nuclear receptor ROR-gamma (Mus musculus), P51450; 5.4% of 310,000 active; Potency, µM (titrated, usually from 53.6 µM), for inactives: at the highest dose activity change, negative = inhibition, hits mostly inhibitors; Drosophila S2 Gal4-RORgamma UAS-luciferase reporter, 20 h; further: potency means the concentration at half of the fitted maximal effect; on the % scale 0 is the no-effect control and ±100 the full control effect; nearly all actives have a fitted effect of over 60% in size
Target sequence (P51450 whole entry, looked up, the tested form may be a part): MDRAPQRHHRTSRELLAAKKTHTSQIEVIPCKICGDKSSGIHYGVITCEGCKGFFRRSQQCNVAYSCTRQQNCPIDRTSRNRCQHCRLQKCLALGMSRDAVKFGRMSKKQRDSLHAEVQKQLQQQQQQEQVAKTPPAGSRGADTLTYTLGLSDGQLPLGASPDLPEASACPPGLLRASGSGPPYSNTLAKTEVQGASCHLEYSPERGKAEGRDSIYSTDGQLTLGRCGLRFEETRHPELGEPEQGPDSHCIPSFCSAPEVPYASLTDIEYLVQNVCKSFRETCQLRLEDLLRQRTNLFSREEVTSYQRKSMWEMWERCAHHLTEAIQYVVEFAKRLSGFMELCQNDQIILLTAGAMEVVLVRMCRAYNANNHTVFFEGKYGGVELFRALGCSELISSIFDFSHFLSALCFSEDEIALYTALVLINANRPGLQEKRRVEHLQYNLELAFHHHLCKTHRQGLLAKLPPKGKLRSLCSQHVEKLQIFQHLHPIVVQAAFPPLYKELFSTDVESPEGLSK
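ROR gamma transcriptional activity was tracked as Gal4-UAS luciferase output in stably transfected Drosophila Schneider cells, with compound added 1 hr before 700 uM copper sulfate induction and a 20 hr ambient-temperature incubation.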
Menin MLL FP TR – qHTS Assay for Inhibitors Targeting the Menin-MLL Interaction in MLL Related Leukemias: Competition With Texas Red Labeled MLL-derived Mutant Peptide | O00255 | Potency, µM (series often up to 61.6 µM), for inactives: at the top dose FP activity change, negative = inhibition, hits mostly inhibitors | Menin + Texas Red MLL mutant peptide, fluorescence polarization | 0.23% of 270,000 active; active means well fitted inhibition curve with a large enough effect in the polarisation, with a control signal flat, not every such curve was filed as active; inconclusive means small, poorly fitted or top-dose-only effect, or effect the other way, or a change in a side signal; inactive means no such curve, though single readings can be large or run the other way; the % refers to the polarisation; further: potency means the concentration at half of the fitted maximal effect; % of control where 0% means no effect; many of its hits are not listed in these tables
NPC1 prom act – qHTS Assay for NPC1 Promoter Activators. Huh7 NPC1 promoter luciferase reporter, 24 h. Potency, µM (titrated, usually from 9.22 µM), for inactives: at the top dose activation, hits mostly activators. 2.4% of 320,000 active. AID 485313, 2010;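 further: potency means the concentration at half of the fitted maximal effect; % of control where 0% means no effect; nearly all actives have a fitted effect of over 60% in size; reporter is driven by a mutant NPC1 promoter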
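Huh7 reporter cells (NPC1 promoter driving luciferase) are dosed with compound for 24 h at 37 °C, 5% CO2; luciferase detection reagent is then added and luminescence measured after 10 min at ambient temperature.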
* marks the source's active call; other numbers are inactive results; ? = inconclusive; . = no result given; [ ] = another dose, or the depositor's remark. Unless noted, the call rests on the fitted dose curve; in most records, active means well fitted curve in the direction sought with a large enough effect; inconclusive means small, poorly fitted or top-dose-only effect, or another doubt; inactive means no such curve, though single readings can be large; an effect the other way counts as inactive or inconclusive.

canonical_smiles,NPC1 prom act,Menin MLL FP TR,BRCA1 expr up,RORgamma inh,Rab9 promoter act,ELG1 genotox,p53 reactivator,PKM2 activator,Giardia kill,VP16 counter,FLuc modulator
Cc1cc(NS(=O)(=O)c2ccc(NC(=O)CSc3nnc(-c4ccco4)n3C)cc2)nc(C)n1,5%,-9%,5%,0%,10%,-1%,-6%,-6%,-3,-1%,5%
Cc1ccnc2nc(C(=O)OCC(=O)NCCc3ccccc3)nn12,3%,8%,2%,13%,-6%,-3%,-3%,10%,-2,0%,0%
O=C1CCCN1CCCN1C(=O)N[C@@H](Cc2ccccc2)C1=O,3%,-1%,8%,-13%,4%,-2%,-3%,-7%,-8,9%,0%
Cc1cccc(-n2c(O)c(C=Nc3ccccc3-c3n[nH]c(=S)[nH]c3=O)c3ccccc3c2=O)n1,-7%,.,-22%,?,-3%,-1%,-6%,-3%,5,-1%,0%
CCOC(=O)Cc1csc(/N=C/c2c(O)n(-c3ccc(C)c(C)c3)c(=O)c3ccccc23)n1,-14%,-18%,35%,?,-7%,-2%,5%,4%,19,-12%,-1%
CCOc1cccc2sc(N(CCCN(C)C)C(=O)c3ccc(S(=O)(=O)N4CCc5ccccc5C4)cc3)nc12,-5%,?,0%,?,10%,?,6%,2%,-1,?,2%
CCOc1ccc(-n2c(=O)c3c4c(sc3n(CC(=O)NCC3CCCO3)c2=O)CCC4)cc1 (configuration not stated),-4%,?,-3%,0%,-4%,-4%,-6%,2%,5,12%,-4%
COc1ccc(N2CCN(C(CNS(=O)(=O)c3cc(F)ccc3F)c3cccnc3)CC2)cc1 (configuration not stated),-3%,-8%,-6%,-5%,-4%,-6%,-4%,-3%,10,-1%,0%
COc1ccc(OC)c(NC(=S)NCc2ccc(S(N)(=O)=O)cc2)c1,-1%,-13%,2%,14%,2%,0%,-1%,-5%,0,22%,-1%
Cc1cc(C)n2cc(CSc3nnnn3-c3ccccc3C)nc2n1,7%,0%,-12%,-13%[10 µM],4%,4%,1%,14µM*,6,-5%,5%
Nc1ccc(Cc2nc3cc4ccccc4cc3[nH]2)cc1,?,12%,78%,22%,?,14%,8%,0%,1,-2%,19µM*
Cn1c(CNc2ccc(Cl)cc2)nnc1SCc1ccccc1,0%,?,-43%,?,-8%,-3%,-8%,-11%,-12,3%,-1%
CSCCC(NS(=O)(=O)c1ccccc1)C(=O)OCc1cc(=O)oc2cc(O)ccc12 (configuration not stated),1%,.,-25%,.,-3%,0%,-2%,.,7,.,5%
O=C(Cc1ccsc1)Nc1cc(F)ccc1F,-3%,15%,5%,-7%,1%,4%,8%,.,9,14%,1%
O=C(c1ccccc1Cl)N1CCN(c2ccccn2)CC1,2%,2%,3%,5%,-1%,-3%,-5%,-14%,26,5%,0%
COc1ccc(-c2csc(NC(=O)CSCc3c(C)noc3C)n2)cc1OC,0%,.,-33%,-8%,12%,-13%,-14%,0%,20,-2%,-8%
COc1ccc(NC(=S)NC(=O)Cc2ccccc2)cc1,13%,17%,53%,8.9µM*,?,?,.,2%,-11,7.1µM*,?
O=C(CSc1nnc(SCc2ccccc2)s1)N/N=C/c1c[nH]c2ccccc12,-5%,66%[activator],-16%,8.9µM*,-12%,29%,-2%,?,9,?,-13%
Cc1ccc(N2C(=O)C(Cl)=C(NCCO)C2=O)c(C)c1,1%,-24%,1%,26%,9%,-2%,8%,-3%,-12,0%,?
Cc1c(Nc2nc(-c3ccc(Cl)cc3)cs2)c(=O)n(-c2ccccc2)n1C,1%,6%,-32%,25%,0%,-2%,10%,-4%,1,6%,2%
COc1ccc(OCC(=O)Nc2c3c(nn2C(C)(C)C)CS(=O)(=O)C3)cc1,-4%,.,-24%,-16%,3%,2%,13%,-3%,-11,-4%,1%
O=C(CCn1cnnn1)Nc1ccc(Cl)cc1Cl,-9%,12%,4%,20%,1%,0%,1%,4%,-18,-1%,-3%
CCOC(=O)c1sc(S(C)=O)c2c1CCc1conc1-2 (configuration not stated),-6%,.,-38%,-40%,-2%,-5%,9%,?,-10,-8%,6%
O=C(Nc1cccnc1)Nc1ccc(Cl)cc1Cl,-3%,44%[activator],76%,0%,3%,0%,-1%,0%,8,-13%,?
CSc1ccccc1C(=O)C1CCCN(C(=O)c2cc(C(C)C)no2)C1 (configuration not stated),-3%,2%,-3%,?,-2%,-1%,0%,7%,10,?,-4%
COc1ccc(C(C(=O)NC2CCCCC2)N(CC2CCCO2)C(=O)CCCC(=O)Nc2ccccn2)cc1 (configuration not stated),0%,-16%,-21%,0%,-3%,3%,-4%,1%,0,-1%,0%
O=C(Nc1ccc(Cl)cn1)c1ccc2c(Cl)c3c(nc2c1)CCC3,0.32µM*,.,?,-2%,?,?,19%,-10%,0,3%,0.19µM*
CCOCCn1ccc2c(OCC(=O)NCCc3ccc(OC)c(OC)c3)cccc2c1=O,3%,.,-25%,.,-6%,1%,-5%,.,-18,.,3%
CN(Cc1ccccc1)C(=O)COC(=O)Cn1cnc2ccccc21,-4%,9%,-40%,1%,-5%,-3%,-4%,?,44[activator],3%,-4%
O=C(CNC(=S)NC(=O)c1cccs1)c1ccccc1,13%,1%,73%,8.9µM*,17%,?,?,0%,27,?,?
CC(C)CN(CC(C)C)S(=O)(=O)N1CCC(C(=O)NCCN2CCOCC2)CC1,1%,3%,0%,-12%,3%,1%,-1%,4%,16,9%,3%
O=C(CN1CCN(c2ccccc2F)CC1)c1ccc2cc[nH]c2c1,-1%,-2%[11.7 µM],21%,14%,1%,-1%,11%,14%,-8,6%,-3%
COc1cc(NC(=O)c2cc([N+](=O)[O-])ccc2NC(=O)CNC2CCCCC2C)cc(OC)c1 (configuration not stated),1%,39%[activator],-52%,24%,0%,-17%,-1%,.,0,8%,-1%
O=C(CO/N=C/c1ccccc1OC(F)F)NC1CCCC1,-3%,0%,-29%,-2%,-8%,0%,4%,2%,-12,0%,-1%
CCOc1ccc(-c2nnn(CCC#N)n2)cc1OC,-1%,-7%,0%,3%,-2%,4%,-1%,0%,15,-18%,-13%
COCCN1CCN(C(=O)c2cc(COc3cc(C)ccc3C)on2)CC1,?,9%,?,20%,2.2µM*,?,?,.,-7,5%,13µM*
O=C(CCc1c[nH]c2ccccc12)NCC1COc2ccccc2O1 (configuration not stated),0%,-12%,-9%,45%,0%,0%,-2%,-3%,7,-18%,-7%
CCCOc1c(Br)cc(C(=O)OCC(=O)NC(=O)c2cccn2C)cc1OC,-2%,.,-9%,.,0%,1%,-4%,.,14,.,.
N#CCc1nc(CSc2nc3ccccc3o2)cs1,?,-13%,?,-1%,?,?,27%,7%,-9,-1%,24µM*
Cc1ccc(C(C)NC(=O)c2ccco2)cc1 (configuration not stated),-3%,-3%,6%,11%,-8%,0%,3%,-7%,20,0%,5%
COc1ccc2[nH]cc(C(O)CN3CCN(c4ccccc4)CC3)c2c1 (configuration not stated),1%,-2%,.,30%,3%,-2%,-9%,-8%,.,5%,-1%
C/C=C/Cn1c(N(C)Cc2ccccc2)nc2c1c(=O)[nH]c(=O)n2C,0%,-1%,1%,9%,5%,5%,-10%,-6%,9,?,0%
O=C(c1cccs1)c1coc2ccc(O)cc12,-1%,-14%,?,?,16%,?,23%,10%,1,0%,?
O=c1[nH]ncc(N/N=C\c2cccnc2)c1Cl,-5%,.,-16%,-3%,3%,?,-1%,1%,-11,1%,7%
O=C1N2c3ccccc3CCc3cccc(c32)C1(O)C(F)(F)F (configuration not stated),2%,6%,9%,10%,-4%,-5%,9%,2%,10,-13%,5%
O=S(=O)(NCC(c1cccnc1)N1CCN(Cc2ccccc2)CC1)c1ccc(F)cc1 (configuration not stated),1%,.,-20%,3%,3%,-3%,3%,1%,5,-14%,2%
Clc1ccc(-c2cc3ccccc3nc2N2CCOCC2)cc1,-23%,-1%,-18%,10%,6%,-4%,12%,-2%,10,4%,-1%

The list is partial (hit frequency here may not be typical).
